# aSyn tox rescue: qHTS of alpha-syn Inhibitors: NCGC Sytravon Library Screen; S. cerevisiae alpha-synuclein toxicity rescue, BacTiter-Glo growth, 24 h; Potency, µM (titrated, usually from 46.1 µM), for inactives: at the highest dose growth rescue (activation), hits mostly activators; 0.02% of 94,000 active; active means well fitted activation curve with a large enough effect; inconclusive means small, poorly fitted or top-dose-only effect; further: 0% is about no effect
#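 Growth restoration measured by BacTiter-Glo luminescence after 24 hr at 30 deg C; alpha-synuclein yeast, raffinose-pregrown to mid-log, were added at OD600=0.02 in galactose medium onto pinned compounds.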
# Starred values were filed as active, the others as inactive; ? = inconclusive; & = joins results of further samples; [ ] = dose if it differs, or a comment. Potency means the concentration at half of the fitted maximal effect.
Compound | aSyn tox rescue
COc1ccc(/C=C/C(=O)N(C)C2CCS(=O)(=O)C2)cc1 (stereo not given) | 13%
CCOc1ccc(Nc2oc(/C=C/c3ccc(F)cc3)nc2C#N)cc1 | -10%
Cc1ccc(-n2nc3c(=O)n(CC(=O)NC(C)C)nc(C)c3c2C)cc1 | 5%
CCC(C)NC(=O)CN1C(=O)NC2(CCOc3ccccc32)C1=O (stereo not given) | -7%
O=[N+]([O-])c1cc(-c2nc(-c3ccccc3)no2)ccc1NC1CCCC1 | -4%
O=C(c1cc2c(=O)[nH]c3ccccc3c2s1)N1CCN(c2ccc(F)cc2)CC1 | 4%
Cc1cc(=O)[nH]c(N/N=C/c2ccc(Cl)c([N+](=O)[O-])c2)n1 | -6%
Cc1ccc(-n2ncc3c(N4CCN(C)CC4)ncnc32)cc1C | 4%
O=C(CN(Cc1ccccc1)C(=O)CNS(=O)(=O)c1ccc(F)cc1)NCc1ccco1 | -9%
CCOC(=O)N1CCC(NC(=O)c2cnn(-c3ccc(OC)cc3)c2C2CCN(C(=O)OC(C)(C)C)CC2)CC1 | 3%
CCN(CCCNC(=O)c1nn(-c2ccc(OC)c(Cl)c2)c(=O)c2c1c1ccccc1n2C)c1cccc(C)c1 | -9%
COc1ccc(NC(=O)Cn2cc(S(=O)(=O)c3ccccc3)c(=O)c3cc4c(cc32)OCO4)cc1 | 2%
COc1ccc(C)cc1NC(=S)NN1CCN(C)CC1 | -10%
O=C(c1ccc2c(c1)N(Cc1ccccc1)C(=O)c1ccccc1S2(=O)=O)N1CCCC1 | -5%
Cc1ccccc1OCC(=O)Nc1ccc(S(=O)(=O)N(Cc2ccccc2)c2ccccc2)cc1 | -2%

# Reprinted from the part before: four compounds; new compounds follow.
Compound | aSyn tox rescue
COc1ccc(NC(=O)Cn2cc(S(=O)(=O)c3ccccc3)c(=O)c3cc4c(cc32)OCO4)cc1 | 2%
COc1ccc(C)cc1NC(=S)NN1CCN(C)CC1 | -10%
O=C(c1ccc2c(c1)N(Cc1ccccc1)C(=O)c1ccccc1S2(=O)=O)N1CCCC1 | -5%
Cc1ccccc1OCC(=O)Nc1ccc(S(=O)(=O)N(Cc2ccccc2)c2ccccc2)cc1 | -2%
Cc1ccc(NC(=O)c2cnc(SCC(=O)N3CCOCC3)n(C)c2=O)cc1 | 2%
COc1cc(C(=O)NCc2ccc(F)cc2)cc(Cl)c1OC | 6%
Cc1cccc(CS(=O)(=O)Cc2ccc(C(=O)NC(C)c3ccccc3)o2)c1 (stereo not given) | 7%
COc1ccc(-c2nc3cnccn3c2Nc2ccc3c(c2)OCO3)cc1 | 7%
CC1CCN(C(=O)CSc2nnc(NC(=O)Nc3ccccc3)s2)CC1 | -4%
CC(C)CNC(=O)c1cccc(NC(=O)CSc2ccccc2)c1 | -4%
Cc1ccc(NC(=O)CSc2ccc(-c3sc(-c4ccccc4)nc3C)nn2)cc1F | 3%
CC1=C(C(=O)NCc2cccc(Br)c2)C2(CCCCC2)OC1=O | 8%
COCCN1CCN(c2c(C)c(C)nc3cc(-c4cccc(OC)c4)nn23)CC1 | -4%
COc1cccc(C(=O)Nc2ccccc2-c2nc3ccccc3s2)c1 | -4%
COc1ccccc1NC(=O)C1=C(C)Nc2c(C(=O)Nc3ccc(F)cc3)cnn2C1c1cccc([N+](=O)[O-])c1 (stereo not given) | 9%
Brc1ccc(-c2nnc3sc(CN4CCCCC4)cn23)cc1 | 5%
O=C(NCC(c1cccs1)N1CCOCC1)c1cn(-c2ccccc2)nc1-c1ccc(F)cc1 (stereo not given) | 3%
COc1ccccc1N1CCN(S(=O)(=O)CCNC(=O)c2cccs2)CC1 | -3%
CCc1c(C)nc2nc(-c3ccccc3)nn2c1NCc1ccc(C)cc1 | -48%[inhibitor]
COc1ccc2[nH]c(=O)c(CNc3ccccc3C)cc2c1 | -4%
Cc1ccc(N(Cc2ccccc2)C(=O)c2cc(S(=O)(=O)N3CCOCC3)ccc2C)cc1 | 1%
COc1ccc2c(c1)C(=O)C1(CC2)OC1c1cccnc1 (stereo not given) | -6%
Cc1csc2nc(O)c(C(=O)NC3CCCCCC3)c(=O)n12 | 2%
Cn1c(SCc2ccccc2)nc2ccsc2c1=O | -10%
COC(=O)Cc1ccc2oc(-c3cccnc3)nc2c1 | -4%
Cn1c(SCC(=O)N2CCN(c3ccccc3)CC2)nnc1-c1c[nH]c2ccccc12 | 6%
O=C(Nc1ccc(Cl)cc1)C1CCC(CNS(=O)(=O)c2ccc(Br)s2)CC1 (stereo not given) | -3%
C[C@@H]1CN([C@H](C)CO)C(=O)c2cc(Br)cnc2O[C@@H]1CN(C)C(=O)c1cccc(F)c1 | 2%
COCC(C)N=C1SCCN1Cc1ccccc1 (stereo not given) | -3%
CCC1=Nc2cc(C(=O)NCc3ccccc3Cl)ccc2Sc2ccc(C)cc21 | -1%
S=C(Nc1ccccc1)N(Cc1ccccc1)Cc1ccncc1 | -8%
CC(C)(O)C#Cc1ccc(C(=O)NC(CCCNC(N)=O)C(=O)O)s1 (stereo not given) | 5%
CCC(=O)n1nc(-c2cccnc2)nc1NCc1ccc(F)cc1 | -26%
CCOC(=O)CSc1nc2ccc(NC(=O)c3ccc(F)cc3)cc2s1 | -9%
Cc1ccc(NC(=S)NCCC2=CCCCC2)cc1 | -1%
CC(C)C(=O)Nc1c(C(=O)N2CCN(c3ccccc3F)CC2)oc2ccccc12 | -4%
O=[N+]([O-])c1cc(Br)cc(/C=N/n2cnnc2)c1O | -77%[inhibitor]
CCc1cccc(NC(=O)C2CCC(CNS(=O)(=O)c3ccc4c(c3)CCCC(=O)N4)CC2)c1 (stereo not given) | 2%
COC(=O)c1ccc(Cn2nc(-c3ccc(C)c(C)c3)ccc2=O)cc1 | -2%&1%
CCn1c(=O)cc(OCC(=O)N(C)c2ccc(OC)cc2)c2ccccc21 | -2%
O=C(c1ccc(S(=O)(=O)Nc2ccccc2)cc1)N1CCCC1 | -3%
O=C(CSc1nccn1Cc1ccccc1)NCc1ccccc1Cl | 1%
Cc1ccc2c(c1)N(CCC(=O)NCc1ccccc1Cl)C(=O)CO2 | 1%
O=C(COc1ncnc2ccccc12)Nc1cc([N+](=O)[O-])ccc1F | 15%
CCOc1ccc(CCNC(=O)C(CC)n2nc(C)c3c(C)n(-c4ccccc4)nc3c2=O)cc1 (stereo not given) | 5%
COc1ccccc1NC(=O)c1oc2ccccc2c1NC(=O)c1ccc(S(=O)(=O)N(C)C)cc1 | 4%
Cc1ccc(O)c(C(=O)c2cc(C#N)c3nc4ccccc4n3c2)c1 | -45%[inhibitor]
CCN(CC)C(=O)C1=C(C)Nc2nc3ccccc3n2C1c1ccc(Cl)cc1 (stereo not given) | -10%
COc1cc(Cl)c(C)cc1NC(=O)CC(c1ccc(F)cc1)N1Cc2ccccc2C1=O (stereo not given) | -10%

# Next part
structure | aSyn tox rescue
CCc1cccc2sc(N3CCN(C(=O)C4CC4)CC3)nc12 | -3%
Cc1nc(-c2ccccc2)sc1CCNC(=O)C(=O)Nc1ccc2c(c1)OCO2 | ?
COCCNC(=O)Cn1nc(-c2ccc(C)cc2)c2ccccc2c1=O | -2%
O=C(O)/C=C/C(=O)Nc1ccc2c(c1)NC(=O)CO2 | 2%
Cc1nn(C(C)C)c(C)c1[C@@H]1C[C@H]2CN(Cc3cccc(Cl)c3)C(=O)[C@]23CCCN13 | -5%
Cc1cccc(NC(=O)c2ccc(CN3CC(=O)N4CCCCC4C3=O)cc2)c1C (stereo not given) | -6%
CCc1ccc(NC(=O)C2CCN(S(=O)(=O)c3c(C)noc3/C=C\c3ccc(OC)cc3)CC2)cc1 | -1%
CCC(=O)Nc1sc2c(c1C(=O)Nc1ccc(Br)cc1)CCCCC2 | -29%
Cc1ccc(/C=C/C(=O)Nc2ccccc2C(N)=O)o1 | -10%
CC(NC(=O)c1ccc(Cn2cc([N+](=O)[O-])cn2)cc1)c1ccccc1 (stereo not given) | 3%
CCOc1cccc(-c2nn(-c3ccccc3)cc2/C=C(/C#N)C(=O)NCCCn2ccnc2)c1 | -25%
O=C(Nc1ccc(F)cc1)Nc1csc2c1CCCC2 | -12%
CCN(CC)C(=O)C1=C(C)N(CCCN2CCCC2=O)C(=O)C(CC(=O)NC2CC2)C1 (stereo not given) | -3%
O=C(CN(CCc1ccccc1)S(=O)(=O)c1ccc(Br)cc1)NCc1ccc(Cl)cc1 | -1%
CC1=C(c2ccc(C)cc2)S(=O)(=O)N(Cc2ccc(C(=O)Nc3ccccc3C)cc2)C1=O | 6%
Cc1ccc(C(=O)Nc2ccc(S(=O)(=O)Nc3onc(C)c3C)cc2)cc1 | 1%
Cc1cccc(-c2noc(-c3cccnc3NCc3ccc(Cl)cc3)n2)c1 | 1%
COc1cc(OC)cc(-n2c(=O)c3sccc3n(Cc3ccc(F)cc3)c2=O)c1 | -12%
O=C(OCc1ccc(F)cc1)c1ccc2ccccc2n1 | 2%
Cc1cccc(NC(=O)CN2CCN(C(=O)c3ccc(-c4nc5ccccc5s4)o3)CC2)c1C | 16%

# In another format: entries from further up.
O=C(CN(CCc1ccccc1)S(=O)(=O)c1ccc(Br)cc1)NCc1ccc(Cl)cc1
  aSyn tox rescue: -1%
CC1=C(c2ccc(C)cc2)S(=O)(=O)N(Cc2ccc(C(=O)Nc3ccccc3C)cc2)C1=O
  aSyn tox rescue: 6%

# Remaining list, next part
structure | aSyn tox rescue
Cc1cc(C)nc(-n2nc(C)c3c2N(Cc2ccccc2F)C(=O)CC3c2ccc(Cl)cc2)n1 (stereo not given) | 0%
COc1ccc(-n2sc3ccccc3c2=O)cc1 | -79%[inhibitor]
CCn1cc(/C=C(\NC(=O)c2ccccc2OC)C(=O)N2CCOCC2)c2ccccc21 | 3%
CCOC(=O)c1cc(-c2ccc(F)cc2)n(CCC(=O)NCc2ccccc2OC)c1C | -6%
CCc1ccc(NC(=O)c2sc3nc(C)c(Cl)c(C)c3c2NC(=O)c2ccccc2OC)cc1 | -7%
CCOC(=O)CSc1nc(-c2ccccc2)cc(C(F)(F)F)c1C#N | -6%
Cc1ccnc(NS(=O)(=O)c2ccc(NC(=O)/C=C/c3ccccc3)cc2)n1 | 0%
CCc1cccc(NC(=O)Nc2csc3c2CCCC3)c1 | -6%
O=C(CCCCn1c(=O)c2ccccc2n(CC(=O)Nc2cccc(F)c2)c1=O)NCCc1ccccc1 | -5%
Cn1c(=O)oc2cc(S(=O)(=O)NC(Cc3ccccc3)C(=O)Nc3ccc(F)c(Cl)c3)ccc21 (stereo not given) | 1%

# Single values from the entries so far:
# Result of Cc1ccnc(NS(=O)(=O)c2ccc(NC(=O)/C=C/c3ccccc3)cc2)n1 in aSyn tox rescue: 0%
# Result of CCc1ccc(NC(=O)c2sc3nc(C)c(Cl)c(C)c3c2NC(=O)c2ccccc2OC)cc1 in aSyn tox rescue: -7%
# Result of CCn1cc(/C=C(\NC(=O)c2ccccc2OC)C(=O)N2CCOCC2)c2ccccc21 in aSyn tox rescue: 3%

# The results go on.
structure | aSyn tox rescue
Cc1nc(NS(=O)(=O)c2ccccc2)sc1C(=O)N/N=C/c1ccccc1 | 13%
COc1cccc(C2CC(c3c(Cl)cccc3Cl)n3nc(N)nc3N2)c1 (stereo not given) | -1%
CCOc1ccccc1NC(=O)c1sc2nc3c(cc2c1N)CN(Cc1ccccc1)CC3 | -4%
CCN(CC)S(=O)(=O)c1ccc(Cl)c(C(=O)OC2CC(C)OC2=O)c1 (stereo not given) | 1%
Cc1nn(C)cc1S(=O)(=O)N1CCN(Cc2cccc(Cl)c2)CC1 | 6%
CCOC(=O)c1cc(-c2ccc([N+](=O)[O-])cc2)nc2c1c(=O)[nH]c(=O)n2Cc1ccccc1 | 14%
Cc1ccc(NC(=O)N2CCN(c3ccc(Cl)c(Cl)c3)CC2)cc1 | -22%
C/C=N\NC(=O)COc1cc(C)ccc1C | -8%
CCCNS(=O)(=O)c1cc(Cl)ccc1OC | -9%
Cc1cc(-c2nc3ncccc3o2)ccc1NC(=O)COc1ccccc1C | -3%
C[C@@H]1CN([C@@H](C)CO)C(=O)CCCn2nncc2CO[C@@H]1CN(C)S(=O)(=O)c1ccc(-c2ccccc2)cc1 | 6%
COc1ccc(-c2cc(C(=O)N3CCN(c4ccccc4)CC3)no2)cc1 | 1%
CC1CCc2c(sc(NC(=O)CCCn3cnc([N+](=O)[O-])n3)c2C(N)=O)C1 (stereo not given) | -2%
CCOc1ccccc1NC(=O)C1CCN(S(=O)(=O)c2ccc3c(c2)CC(C)N3C(C)=O)CC1 (stereo not given) | 8%
Cc1ccc(-c2noc(CCC(=O)NC3CCCC3)n2)cc1 | 1%
O=C(c1ccc(CSc2nc3ccncc3n2Cc2cccc(F)c2)cc1)N1CCCCC1 | 7%
COC(=O)c1cc(C(=O)Nc2ccc(S(=O)(=O)NC(C)(C)C)cc2)cc([N+](=O)[O-])c1 | -7%
CC1=C(c2ccc(C)cc2)S(=O)(=O)N(Cc2ccc(C(=O)NCc3ccccc3F)cc2)C1=O | 2%
Cc1cc(C)n2nc(CNS(=O)(=O)c3ccc(F)c(C)c3)nc2n1 | 0%
COc1ccc(C(=O)NN/C(=N/S(=O)(=O)c2ccc(C)cc2)c2ccccc2)cc1 | 11%
Cc1ccc(-c2nn(CC(=O)NC3CCCC3)c3c2cnc2ccccc23)cc1 | -2%
Cc1ccc(C)c(S(=O)(=O)Nc2cc3c4c(c2)CCC(=O)N4CCC3)c1 | -47%[inhibitor]
CCOc1ccc(Nc2nnc(-n3nc(C)cc3C)c3ccccc23)cc1 | 12%
Cc1cc(NC(=O)CCNS(=O)(=O)c2ccc3c(c2)oc(=O)n3C)ccc1Br | 3%
Cc1ccnc(NC(=O)CCC(=O)c2cc(C)sc2C)c1 | 1%
CN(C)C1(CNC(=O)COc2ccc(C(C)(C)C)cc2)CCCCC1 | 3%
O=C(c1ccc([N+](=O)[O-])s1)N1CCc2ccccc21 | 0%
CCc1cccc(C)c1NC(=O)c1cnn(-c2ccc(OC)cc2)c1C1CCN(C(=O)OC(C)(C)C)CC1 | -6%
Cc1ccc(-n2nc(CO)c(C(=O)NCCc3ccccc3)n2)cc1 | 9%
CN(C)c1ccc(CNC(=O)CCCN2C(=O)c3cccnc3Oc3ccc(Cl)cc32)cc1 | -4%

# Not all compounds are listed; rates above refer to the full screens.
